D1 ag – human D1 receptor agonism; 360,000 compounds, 1% hits; AID 504660; HEK293 T-REx D1 cells, calcium flux, agonist mode; activation, % at 2 µM; P21728; also: 0% is about no effect
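Agonism was scored from calcium flux recorded over 180 s (1 read/s) after pintool compound addition, following a 10-cycle baseline. Cells were inducible force-coupled HEK293 TREx D1, plated overnight at 30 C and loaded with no-wash calcium dye.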
D2 potentiator – positively modulates the human D2 dopamine receptor allosterically; HEK293 T-REx D2, calcium flux, EC20 dopamine potentiation; potentiation, % at 10 µM; 340,000 compounds, 0.34% hits;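 active = potentiation over 3 SD above the plate norm, cut at about 30% in these data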; also: 0% is about no effect
Target sequence (P14416 whole entry, looked up): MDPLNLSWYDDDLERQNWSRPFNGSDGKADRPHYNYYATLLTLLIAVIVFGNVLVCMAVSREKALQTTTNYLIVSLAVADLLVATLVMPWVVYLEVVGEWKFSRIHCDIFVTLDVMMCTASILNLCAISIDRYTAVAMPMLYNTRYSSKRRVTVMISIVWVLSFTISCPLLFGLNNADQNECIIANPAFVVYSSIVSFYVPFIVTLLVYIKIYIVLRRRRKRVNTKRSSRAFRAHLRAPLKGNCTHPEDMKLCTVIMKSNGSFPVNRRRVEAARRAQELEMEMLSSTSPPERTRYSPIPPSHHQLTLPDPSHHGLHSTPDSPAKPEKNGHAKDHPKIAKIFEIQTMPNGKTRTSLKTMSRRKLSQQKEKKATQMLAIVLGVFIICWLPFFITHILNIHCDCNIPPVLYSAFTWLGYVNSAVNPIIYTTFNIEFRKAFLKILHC
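Cells plated with tetracycline inducer and held overnight at 30 C; calcium dye loaded 30–90 min at room temperature; baseline taken, compound added and read 180 s; EC20 dopamine then added and read 180 s.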
D2 ag – activates the human D2 dopamine receptor; HEK293 T-REx D2 cells, calcium flux agonist mode; AID 485358; 340,000 compounds, 0.53% hits; activation, % at 2 µM; P14416;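 active = activation over 3 SD above normal in the single-dose calcium agonist read, cut at about 30% in these data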; also: 0% is about no effect
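HEK293 Trex D2 cells, tetracycline-induced, o/n 30 C 5% CO2; no-wash Ca dye, RT 30–90 min; 10-cycle baseline, 23 nl cpd added, kinetic Ca read 180 s; agonist hits = positive Ca response.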
RXFP1 antagonist – antagonists of human relaxin receptor RXFP1; Q9HBX9; HEK293-RXFP1, relaxin-stimulated cAMP HTRF, 30 min; active compounds read low; activity change, negative = inhibition, % at 57.5 µM; 350,000 compounds, 0.59% hits; AID 1259400;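 active = activity change of -60% or lower, but not beyond a set lower limit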; also: % is scaled to controls: 0 for no effect and ±100 for the full control effect
D1 antag – antagonists of human D1 dopamine receptor; P21728; 360,000 compounds, 3.2% hits; AID 504652; HEK293 TREx D1 cells, calcium flux, dopamine EC80; active compounds read low; activity change, negative = inhibition, % at 10 µM; in the data active = activity change below about -30%; also: % is scaled to controls: 0 for no effect and ±100 for the full control effect
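After overnight tetracycline induction at 30 C, force-coupled D1 HEK293 cells took up a no-wash calcium dye at room temperature. Compounds were added and monitored 180 s, and the response to EC80 dopamine was then recorded.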
D1 PAM – enhances dopamine response at the human D1 receptor | 360,000 compounds, 0.036% hits | potentiation, % at 10 µM | P21728 | AID 504651 | HEK293 TREx D1 cells, calcium flux, dopamine EC20 potentiation; in the data active = potentiation above about 30%; also: 0% is about no effect
D2 antagonist – antagonists of human D2 dopamine receptor; inhibition, % at 10 µM; 340,000 compounds, 2% hits; AID 485344; HEK293 TREx D2 cells, calcium flux, dopamine EC80; in the data active = inhibition above about 30%; also: 0% is about no effect
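HEK293 T-REx D2 cells, tet-induced, calcium dye no-wash. Cpd pintool add, 180 s kinetic, then EC80 DA, 180 s kinetic. Ca flux read.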
TRHR enhancer – TRH receptor (human) allosteric enhancement | enhancement, % at 2 µM | 360,000 compounds, 0.66% hits | P34981 | TRHR cells, fluo-8 calcium fluorescence, EC20 TRH enhancement; in the data active = enhancement above about 30%; also: 0% is about no effect
Target sequence (P34981 whole entry, looked up): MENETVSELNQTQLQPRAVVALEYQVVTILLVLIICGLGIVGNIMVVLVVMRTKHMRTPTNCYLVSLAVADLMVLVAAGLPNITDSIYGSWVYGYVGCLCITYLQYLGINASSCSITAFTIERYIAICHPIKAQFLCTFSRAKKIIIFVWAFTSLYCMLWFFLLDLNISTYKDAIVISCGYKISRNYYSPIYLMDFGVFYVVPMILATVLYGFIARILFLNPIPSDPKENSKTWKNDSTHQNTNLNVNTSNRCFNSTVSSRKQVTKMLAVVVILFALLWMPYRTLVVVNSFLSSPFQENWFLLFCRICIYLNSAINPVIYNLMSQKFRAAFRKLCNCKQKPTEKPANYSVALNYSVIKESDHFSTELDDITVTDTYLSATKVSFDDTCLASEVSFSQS
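TRHR-expressing cells loaded with fluo-8 calcium dye were read kinetically (ex 480/em 530) during compound addition, then stimulated with an EC20 of TRH (10 nM final). Enhancement of the Gq-mediated intracellular calcium response was scored.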
TRHR agonist – agonists of human TRH receptor; 360,000 compounds, 0.18% hits; TRHR cells, calcium flux fluo-8, FDSS agonist mode; activation, % at 2 µM; also: 0% is about no effect
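In this calcium-flux screen, cells bearing human TRHR are dye-loaded with fluo-8, baselined for 10 cycles, then exposed to library compounds; positive kinetic calcium responses during the agonist phase mark hits, with TRH as control.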
* hit, by the source's call; / = not tested or not shown; & = joins results of further samples. Rule as the data show it, unless noted: active = activation above about 30%; inactive = the rest.

Molecule	D1 ag	D1 antag	D2 ag	D2 antagonist	D2 potentiator	D1 PAM	RXFP1 antagonist	TRHR agonist	TRHR enhancer
CC(OC(=O)C1CCN(c2ccc(C(F)(F)F)cn2)CC1)C(=O)c1ccccc1 (configuration not stated)	21	-32*	0.2	2	9	-5	-35	-0.8	6
COc1ccc(C(=O)NNC(=O)c2cc(C)[nH]n2)cc1	1	-15	1.9	-15	0	-2	7	0.5	-1
CC(C)NC(=O)c1nn(C)c2ccccc12	0	29	0.4	-7	-3	-2	-2	0.6	4
Cc1cc(C)c(S(=O)(=O)N2CCCC(C(=O)NCCC3=CCCCC3)C2)c(C)c1 (configuration not stated)	4	20	-0.1	-9	-6	-1	12	-0.3	-8
CN(NC1OC(=O)c2ccccc21)c1ncc(C(F)(F)F)cc1Cl (configuration not stated)	2	12	1.0	-39	11	0	-6	0.6	-2
CCc1nnc(NC(=O)CSc2nc(-c3ccc(F)cc3)cc(-c3ccccc3)c2C#N)s1	2	15	0.4	-11	-3	4	4	0.5	10
Cn1cnnc1SCC(=O)Nc1nc(-c2ccccc2)cs1	3	4	-0.2	56*	-6	-3	-15	-0.3	-1
CCCSc1ccccc1C(=O)N1CCN(C(=O)c2ccco2)CC1	0	-1	-0.1	9	1	5	7	0.0	2
O=C(Nc1cccc2ccccc12)NC(Cc1ccccc1)C(=O)O (configuration not stated)	2	-1	/	/	/	-1	-3	0.0	-4
CCOC(=O)Cn1nc(C)c(NC(=O)c2ccc(Br)o2)c1C	5	-5	0.8	6	-1	/	7	1.1	-3
CC(C)(CNC(=O)Cc1ccc(Cl)cc1Cl)N1CCOCC1	2	3	-1.7	11	-1	-4	14	-0.6	-9
COc1ccccc1/C=C/CN1CCC(CO)(Cc2ccccc2)CC1	30	-10	1.0	53*	-22	-3	-31	2.2	5
O=C(CN1CCCCC1)N1CCN(c2ccccc2)CC1	2	9	2.0	23	-6	4	-4	0.5	1
CC(C)c1onc(C(=O)N(C)Cc2ccccc2)c1[N+](=O)[O-]	3	-22	0.0	-2	-1	-9	0	-0.2	1
COc1ccc(CCNC(=O)C(=O)NCC2CCNCC2)cc1OC	1	11	1.1	0	0	0	1	-1.1	-3
NC(=O)c1cc(-c2ccccc2)sc1NC(=O)CN1CCCCC1	0	7	0.9	-11	1	5	3	0.8	3
Cc1ccc(C23CC4CC(CC(C(=O)NN)(C4)C2)C3)cc1	0	-1	-0.1	-2	-2	-4	-6	-0.1	-7
COc1ccccc1C(=O)n1nc(-c2cccnc2)nc1NCc1ccccc1	3&3	7&-2	0.7&-0.9	-1	3&-5	-2&1	-2&-15	-0.3&-0.1	3&-2
CC1(c2ccc(OCC(N)=O)cc2)NC(=O)NC1=O (configuration not stated)	2	-4	0.7	-6	-7	-5	-2	2.6	17
COc1ccc(NC(=O)CS(=O)c2ccc(Br)cc2)cc1 (configuration not stated)	1	2	0.1	8	-9	10	2	-1.1	0
CC1(C)Cc2nc(-c3ccccc3)nc(SCC(O)CO)c2CO1 (configuration not stated)	6	-8	1.3	-21	5	-2	-2	2.0	2
Oc1ccccc1C1C=C(c2ccc3c(c2)OCO3)NC(c2cccc(Br)c2)N1 (configuration not stated)	21	-30	/	/	/	-5	/	-0.1	1
CCCCOC(=O)CSc1nc2ccccc2o1	3	-21	0.2	-5	3	-5	-4	-1.0	-8
COc1ccccc1NC(=O)Cn1nc(-c2ccncc2)nc1SCC(=O)NC1CCCC1	1	-22	-0.3	17	-7	-10	-2	0.3	-3
CCOC(=O)Cc1csc(NC(=S)NC(=O)c2cccc([N+](=O)[O-])c2)n1	6	-3	0.3	-6	23	-5	12	0.4	-3
CCc1cc(C(=O)NC2CCCc3c2cnn3-c2cccc(C)c2C)n(C)n1 (configuration not stated)	8	-6	-1.3	9	1	-3	-6	-1.3	3
CC1(C)CC(=O)C2=C(C1)N(Cc1ccco1)C(=O)C2(NC(=O)C1CCCCC1)C(F)(F)F (configuration not stated)	2	-10	-2.2	-19	4	-2	-1	-0.7	6
C[C@@]12CCC3[C@@](CCC4[C@@]3(C)CCC[C@@]4(C)C(=O)NC3CCCCC3)(CC1=O)C2 (some centres not stated)	-4	/	-1.0	6	21	10	/	0.0	0
CN(CCO)CCC(=O)NC1(C)CS(=O)(=O)CC1S(=O)(=O)O (configuration not stated)	2	7	0.5	-12	6	-2	2	-0.3	-4
Cc1ccc(C(=O)N2CCN(C(=O)c3ccco3)CC2)cc1NC(=O)c1ccco1	0	/	-0.3	24	2	2	5	0.0	0
CN(C)c1ccc(C2NC(=O)c3ccccc3N2)cc1 (configuration not stated)	6	5	-0.6	-19	-3	-2	-22	0.6	1
CC(C)[C@H](NC(=O)c1ccccc1F)C(=O)NCc1ccc(S(N)(=O)=O)cc1	0	11	0.9	20	-1	3	0	0.3	-16
CCOCCCNC(=O)c1cc2c(-c3ccc(OC)c(OC)c3)nn(C)c2s1	-2	-2	-0.8	/	2	0	0	-0.3	2
O=C(CCNS(=O)(=O)c1ccc(Br)cc1)N1CCN(c2ccccc2O)CC1	4	-3	0.3	-11	5	0	-9	-0.1	13
CCOc1ccc(NC(=O)C2CC(=O)N(C)C(=Nc3ccc4c(c3)OCO4)S2)cc1 (configuration not stated)	0	5	0.2	13	8	5	-25	-2.0	1
O=C(CN1C(=O)CCSc2ccccc21)Nc1ccc(C(F)(F)F)cc1	18	-24	/	/	-2	-6	/	-0.6	10
COc1ccccc1NC(=O)c1ccccc1NC(=O)c1ccccc1C(=O)O	0	-16	-5.1	-2	0	4	4	0.2	-5
O=C(c1cc(-c2ccccc2Cl)on1)N1CCN(C(=O)c2ccco2)CC1	5	-12	-0.1	4	-1	-8	4	-0.8	5
CC1CCC(NC(=O)c2ccc(CS(=O)(=O)c3ccc(Cl)cc3)o2)CC1 (configuration not stated)	23	-18	-0.8	/	-15	1	-28	0.7	-7
CN(CC(=O)NCc1ccc2c(c1)OCO2)S(=O)(=O)c1ccc(F)cc1	1	0	-0.4	-11	12	2	10	-0.2	43*
O=C(O)CC1Sc2ccccc2NC1=O (configuration not stated)	2	-15	51*	6	-28	4	-11	0.1	2
COc1cc(OC)cc(C(=O)NCCNc2nc3cc(C)cc(C)c3cc2C#N)c1	2	1	-1.5	-4	1	1	7	-0.8	-8
CCc1nnc(NC(=O)c2c(-c3ccccc3)noc2C)s1	3	-13	0.0	9	-3	-6	2	0.7	-4
O=C(NC1CCCCCC1)c1cc2ccccc2oc1=O	-3	-1	-1.7	-14	0	0	-7	5.2	2
O=C(c1ccccc1)N1CCCCC(S(=O)(=O)c2ccccc2)C1=O (configuration not stated)	0	-10	0.1	-1	3	-6	3	-0.2	2
Cc1ccc(C(=O)Cn2c(C(=O)/C=C/c3ccccc3)nc3ccccc32)cc1	0	4	-0.2	-32	-1	2	-7	-0.5	6
COc1ccccc1C(=O)NCCC(=O)Nc1ccc(S(=O)(=O)N2CCC(C)CC2)cc1	-1	39	-0.6	2	18	1	-5	-0.4	3
CCOC(=O)C1(CC2CC2)CCN(C(=O)c2cc(C3CC3)nc3ccccc23)CC1	3	-4	-0.1	-4	-1	0	-21	-1.9	5

As entered above:
CC1(c2ccc(OCC(N)=O)cc2)NC(=O)NC1=O (configuration not stated) in D1 antag → -4
CC1(C)CC(=O)C2=C(C1)N(Cc1ccco1)C(=O)C2(NC(=O)C1CCCCC1)C(F)(F)F (configuration not stated) in D2 potentiator → 4
CCOC(=O)Cc1csc(NC(=S)NC(=O)c2cccc([N+](=O)[O-])c2)n1 in D2 antagonist → -6
O=C(c1cc(-c2ccccc2Cl)on1)N1CCN(C(=O)c2ccco2)CC1 in D2 potentiator → -1

The listing continues:
Molecule	D1 ag	D1 antag	D2 ag	D2 antagonist	D2 potentiator	D1 PAM	RXFP1 antagonist	TRHR agonist	TRHR enhancer
CC1CCN(CCCCOc2ccccc2F)CC1	4	0	1.8	82*	-32	0	5	0.6	0
COC(=O)c1ccccc1NC(NC(=O)c1ccco1)C(=O)c1ccccc1 (configuration not stated)	3	-2	/	/	/	-5	-7	0.7	7
O=C(O)c1ccc(CSCc2ccccc2Cl)o1	2	10	0.2	5	-6	-1	2	0.7	-2
COc1ccc(C(=O)NC(=S)N2CC(C)OC(C)C2)cc1 (configuration not stated)	2	-3	0.1	9	9	-2	0	-0.5	-1
COc1cc(Cl)ccc1OCc1cc(C(=O)N2CCCCC2c2cccnc2)no1 (configuration not stated)	11	-14	-0.2	-4	21	0	-2	0.4	-3
O=c1[nH]c(CN2CCN(c3ccc(O)cc3)CC2)nc2scc(-c3ccc(Cl)cc3)c12	1	-33*	16	12	7	-9	-7	-1.3	-3
COc1ccccc1NC(=O)N1CCN(Cc2nc3ccc(C)cc3o2)CC1	-2	2	1.1	/	4	0	/	-0.9	-2

By substructure: the entries above containing a nitro group on carbon.
Molecule	D1 ag	D1 antag	D2 ag	D2 antagonist	D2 potentiator	D1 PAM	RXFP1 antagonist	TRHR agonist	TRHR enhancer
CC(C)c1onc(C(=O)N(C)Cc2ccccc2)c1[N+](=O)[O-]	3	-22	0.0	-2	-1	-9	0	-0.2	1
CCOC(=O)Cc1csc(NC(=S)NC(=O)c2cccc([N+](=O)[O-])c2)n1	6	-3	0.3	-6	23	-5	12	0.4	-3

From PubChem BioAssay

Rows were taken by chance; any-hit rate near 7.3%.
